AMA1-RON2 inh: AMA1-RON2 (P. falciparum) interaction inhibition; AlphaScreen AMA1-biotinylated RON2 peptide binding; Potency, µM (titrated, usually from 58.2 µM), for the others: top-dose activity change, negative = inhibition, hits mostly inhibitors; 360,000 tested, 0.2% active; AID 720542;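 also: potency is read from the fitted curve at half-maximal effect; 0% = vehicle wells and -100% = peptide control; nearly all actives have a fitted effect of over 45% in size; some results filed as inactive show a strong effect at the top dose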
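AMA1 (3D7) with his tag at 25 nM final met compounds first, then biotinylated RON2 peptide at 25 nM; detection used donor plus acceptor beads, 10 µg/mL apiece, read by AlphaScreen after 30 min at room temperature.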
Giardia FBPA inh: Giardia lamblia aldolase inhibition. A8B2U2. purified Giardia FBPA. Potency, µM (top dose mostly 59.6 µM), inactives show top-dose activity, negative = inhibition, most hits filed as inhibitors. 290,000 tested, 0.71% active; also: potency is read from the fitted curve at half-maximal effect; nearly all actives have a fitted effect of over 55% in size
Target sequence (A8B2U2 whole entry, looked up): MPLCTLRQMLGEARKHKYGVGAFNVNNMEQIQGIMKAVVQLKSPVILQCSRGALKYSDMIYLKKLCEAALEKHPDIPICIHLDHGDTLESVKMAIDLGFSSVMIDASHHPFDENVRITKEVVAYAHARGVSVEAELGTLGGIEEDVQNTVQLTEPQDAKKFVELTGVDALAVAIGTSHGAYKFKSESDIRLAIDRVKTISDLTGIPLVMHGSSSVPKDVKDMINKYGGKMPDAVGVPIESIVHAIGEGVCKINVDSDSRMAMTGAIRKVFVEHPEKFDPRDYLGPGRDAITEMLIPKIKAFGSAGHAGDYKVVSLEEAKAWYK
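40 nM FBPA preincubated 10 min at RT with compound (up to 57.5 uM final), then substrate plus GAPDH/TPI/NAD/arsenate coupling and diaphorase/resazurin added. Fluorescence read after 20 min at RT, 525/598 nm.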
HCMV inh: blocks human cytomegalovirus replication | HFF cells, HCMV-luciferase reporter, 72 h; hits give low values | activity change, negative = inhibition, % at 57.5 µM | 410,000 tested, 4.5% active | AID 1259415; in the data active = activity change below about -60%; inconclusive = no clear call, values can overlap the other calls; inactive = above about -39%
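HFF cells seeded 16 h at 37C, treated with compounds, infected with luciferase-reporter HCMV at MOI 1 PFU/cell; luciferase read at 72 h post infection, normalized to buffer-only and Salinomycin controls.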
AmpC inh detg: blocks E. coli AmpC beta-lactamase in detergent assay; P00811; AID 485294; Potency, µM (series often up to 114 µM), for inactives: at the top dose activity change, negative = inhibition, hits mostly inhibitors; AmpC hydrolysis of nitrocefin, absorbance 480 nm, 0.01% Triton; 370,000 tested, 0.041% active;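 also: potency is read from the fitted curve at half-maximal effect; 0% = no-compound wells and -100% = no-enzyme wells; nearly all actives have a fitted effect of over 25% in size; some results filed as inactive show a strong effect at the top dose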
Target sequence (P00811 whole entry, looked up): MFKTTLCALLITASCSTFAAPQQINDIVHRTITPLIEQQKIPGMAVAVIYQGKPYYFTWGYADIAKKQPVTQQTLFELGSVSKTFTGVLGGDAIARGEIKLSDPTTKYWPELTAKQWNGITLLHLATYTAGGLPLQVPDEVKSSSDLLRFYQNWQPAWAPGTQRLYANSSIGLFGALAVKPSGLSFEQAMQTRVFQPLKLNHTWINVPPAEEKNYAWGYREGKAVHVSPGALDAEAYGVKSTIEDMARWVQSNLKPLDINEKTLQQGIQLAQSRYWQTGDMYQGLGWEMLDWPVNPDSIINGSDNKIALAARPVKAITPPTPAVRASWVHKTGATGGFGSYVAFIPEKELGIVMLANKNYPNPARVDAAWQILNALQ
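20 mM phosphate pH 7.0 + 0.01% (detergent screen) or 0.0001% Triton X-100; 5.3 nM AmpC reagent; cpd preinc 15 min RT; nitrocefin (800 uM stock) to start; A480 q20 s × 4 min; Activity was normalised to no-enzyme and no-compound control wells.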
Sm TGR block: inhibitors of Schistosoma mansoni thioredoxin glutathione reductase. Q962Y6. purified TGR, DTNB reduction, TNB absorbance 405 nm. Potency, µM (doses to about 114 µM), for inactives: at the top dose activity change, negative = inhibition, most hits filed as inhibitors. 360,000 tested, 3% active; also: potency is read from the fitted curve at half-maximal effect; nearly all actives have a fitted effect of over 60% in size
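First, TGR (20 nM dispensed) and NADPH were mixed with compound. Second, a 15 min room-temperature incubation followed. Third, further NADPH and then DTNB were added to start the reaction. Finally, TNB absorbance was monitored kinetically.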
AmpC inh no detg: blocks E. coli AmpC beta-lactamase in detergent-free assay. P00811. AmpC nitrocefin hydrolysis, absorbance 480 nm, 0.0001% Triton. Potency, µM (doses to about 57.1 µM), without a hit: top-dose activity change, negative = inhibition, hits mostly inhibitors. 330,000 tested, 0.52% active. AID 485341;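 also: potency is read from the fitted curve at half-maximal effect; plate controls were no compound for no effect and no enzyme for full effect; nearly all actives have a fitted effect of over 20% in size; some results filed as inactive show a strong effect at the top dose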
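AmpC (5.3 nM in the dispensed reagent) in 20 mM phosphate pH 7.0 with 0.01% (detergent screen) or 0.0001% Triton X-100 was preincubated with compounds for 15 min at room temperature. Nitrocefin was then added from an 800 uM solution, and hydrolysis was followed at 480 nm.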
Starred values were filed as active, the others as inactive; ? = inconclusive; . = no result given; & = joins results of further samples; [ ] = another dose, or the depositor's remark. Unless noted, calls follow the shape of the dose curve; as a rule, active = well fitted curve in the direction sought with a large enough effect; inconclusive = small, poorly fitted or top-dose-only effect, or another doubt; inactive = no such curve, though single readings can be large; an effect the other way counts as inactive or inconclusive. Unless noted, % is scaled to controls: 0 for no effect and ±100 for the full control effect.

Letters: A = AMA1-RON2 inh; B = Giardia FBPA inh; C = HCMV inh; D = AmpC inh detg; E = Sm TGR block; F = AmpC inh no detg
> O=Cc1cn(CC(=O)N2CCOCC2)c2ccccc12
  A = -2% | B = -3% | C = -3 | D = -5% | E = 0% | F = -12%

> COc1ccc(-n2nnnc2SCC(=O)c2cccc(OC)c2)cc1
  A = -1% | B = 2% | C = 36 | D = ? | E = 26% | F = -28%

> CCOc1cc(NC(=O)C2CC2)c(OCC)cc1NC(=O)CCn1nnc2ccccc21
  A = 8% | B = 5% | C = -14 | D = -8% | E = -6% | F = -22%

> CCOC(=O)c1cnc2c(cnn2C)c1NCCCn1ccnc1
  A = 0% | B = -2% | C = -25 | D = ? | E = 9% | F = -2%[2.29 µM]

> Cc1c(NC(=O)c2ccc(-c3ccccc3)cc2)cccc1C(=O)O
  A = -12% | B = 11% | C = 19 | D = -1% | E = 3% | F = -23%

> Fc1ccc(CN2C3=NCCCN3c3ccccc32)cc1
  A = -9% | B = -2% | C = -40 | D = -9% | E = -4% | F = 32%[2.29 µM]

> CCN(CC)C(=O)CSc1ncnc2sc(-c3ccccc3)cc12
  A = 9% | B = -3% | C = -38 | D = 0% | E = -8% | F = 97%[activator]

> CCOc1ccc(CCNC(=O)c2sc3ncccc3c2-n2c(C)ccc2C)cc1
  A = . | B = . | C = 15 | D = 23% | E = 21% | F = .

> Cc1csc2ncnc(N3CCN(C(=S)Nc4ccc(F)cc4F)CC3)c12
  A = 9% | B = -3% | C = -77* | D = 4% | E = 2% | F = -4%

> Cc1cccc(N2CCN(C(=O)Cc3ccc(-n4c(=O)[nH]c5ccsc5c4=O)cc3)CC2C)c1 (centres undefined)
  A = 1% | B = 11% | C = -38 | D = -14% | E = -5% | F = 28%

> CCCCS(=O)CC(O)COCC (centres undefined)
  A = -2% | B = 4% | C = -30 | D = -3% | E = 0% | F = -10%

> O=C(NCCc1csc(-c2cccnc2)n1)c1ccccc1
  A = -3% | B = 0% | C = 3&-7 | D = ? | E = 5%&4% | F = 1.4µM*

> CN1CCN(CCNC(=O)c2cnn(-c3ccc(Cl)cc3)c2C2CCN(C(=O)OC(C)(C)C)CC2)CC1
  A = . | B = . | C = -18 | D = 24% | E = 5% | F = .

> CCOC(=O)N1CCN(S(=O)(=O)c2cc(OCC(N)=O)c(C)cc2Cl)CC1
  A = -13% | B = -1% | C = 12 | D = -5% | E = 11% | F = 32%

> CCN(CC)C(=O)Cn1c(=O)n(CCc2ccccc2)c(=O)c2ccccc21
  A = . | B = . | C = 38 | D = 23% | E = 0% | F = .

> O=C(COC(=O)C1CCN(C(=O)c2ccc(Cl)cc2)CC1)c1ccco1
  A = 12% | B = 2% | C = 23 | D = ? | E = 0% | F = 2%

> COCc1cc(C)n(CC(=O)Nc2ccc3c(c2)OCO3)c(=O)c1C#N
  A = 2% | B = . | C = ? | D = 2% | E = 21% | F = -17%

> O=C(CSc1nc(Nc2ccccc2)nc(N2CCOCC2)n1)N1CCc2ccccc21
  A = -6% | B = 2% | C = 54 | D = -8% | E = 6% | F = -15%

> CCn1cc(C(=O)Nc2ccc(-n3cnnn3)c(OC)c2)c(=O)c2ccc(C)nc21
  A = . | B = 0% | C = . | D = ? | E = -6% | F = -11%

> Cc1ccc(NS(=O)(=O)c2ccc3c(c2)n(C)c(=O)n3C)c(C)c1
  A = 8% | B = 11% | C = 13&2 | D = -15%&28% | E = -1%&-3% | F = 6%

> Cn1ccc(C(=O)Nc2sc3c(c2C#N)CCC3)n1
  A = 2% | B = . | C = -36 | D = 0% | E = ? | F = -28%

> COc1ccc(C)cc1NC(=O)C1CCN(S(=O)(=O)c2c(C)noc2/C=C/c2ccco2)CC1
  A = . | B = . | C = 6 | D = 2% | E = -13% | F = .

> CCC(=O)NC(Nc1sc2c(c1C(=O)OC)CCC2)C(Cl)(Cl)Cl (centres undefined)
  A = 5% | B = -16% | C = -24 | D = ? | E = -22% | F = 4%

> COc1ccccc1-c1nc(COc2ccc(Cl)cc2Cl)no1
  A = 2% | B = -2% | C = 99 | D = 2% | E = 12% | F = -13%

> COc1cccc(CN2CC(C(=O)NCCOc3ccccc3F)CCC2=O)c1 (centres undefined)
  A = 19% | B = 2% | C = 8 | D = 3% | E = 4% | F = 46%

> CC(C)NC(=O)CN1C(=O)COc2ccc(S(=O)(=O)N3CCCCCC3)cc21
  A = . | B = . | C = 12 | D = -12% | E = 0% | F = .

> Cc1cc(Nc2ccccc2C(=O)O)n(-c2ccc([N+](=O)[O-])cc2)n1
  A = -7% | B = 4% | C = 25 | D = 4% | E = 4% | F = -29%

> CN(C)c1c(-c2ccccc2)cc(-c2ccccc2)[nH]c1=O
  A = . | B = -9% | C = -20 | D = -4% | E = 16µM* | F = -26%

> Cc1cccc(CSc2nc3c(c(=O)n2C)SCC3)c1
  A = -15% | B = -3% | C = -39 | D = 3% | E = 5% | F = -22%

> COc1ccc(/C=N/NC(=O)C(C)Sc2ccccn2)cc1[N+](=O)[O-] (centres undefined)
  A = -5% | B = -9% | C = 25 | D = 3% | E = 10% | F = -27%

> CCC(=O)N1CCc2cc(CNC(=O)c3ccc(OC)cc3)ccc21
  A = . | B = . | C = -25 | D = 4% | E = -10% | F = .

> CC1=CC2(C#N)C3(N=C(N)C2(C#N)C(c2ccccc2)N1)OCCO3 (centres undefined)
  A = 12% | B = 2% | C = 21 | D = 1% | E = 22% | F = -15%

> CSCC[C@H](NC(=O)C1CCN(C(=O)[C@H](Cc2ccccc2)NS(=O)(=O)c2ccc(C)cc2)CC1)C(=O)O
  A = 11% | B = -7% | C = -32 | D = -11% | E = 3% | F = -4%

> O=C(COc1ccc(Br)cc1)NNC(=S)NCc1ccccc1
  A = 39%[activator] | B = 17% | C = -9 | D = -1% | E = 0% | F = -60%

> CC(C)c1ccc(C2(C)NC(=O)N(CC(=O)N3CCN(C(=O)c4cccs4)CC3)C2=O)cc1 (centres undefined)
  A = -7% | B = . | C = ? | D = 1% | E = 4% | F = 189%[activator]

> Brc1cc2c(cc1COc1ccc(-c3nn[nH]n3)cc1)OCO2
  A = -1% | B = -4% | C = -18 | D = -12% | E = 28% | F = -44%

> O=C(NC(=S)NCc1ccc(F)cc1)c1ccccc1
  A = -2% | B = -1% | C = ? | D = ? | E = 18µM* | F = -29%

> Cc1ccc(N2C(=O)CC(NNC(=O)Cc3ccc(F)cc3)C2=O)cc1Cl (centres undefined)
  A = 130%[activator] | B = -2% | C = -11 | D = 2% | E = 26% | F = -15%

> Cc1ccc(S(=O)(=O)C(CNC(=O)c2ccccc2F)c2cccs2)cc1 (centres undefined)
  A = . | B = . | C = 4 | D = -2% | E = -12% | F = .

> CC(C)OCCCNC(=O)c1ccc(CS(=O)(=O)c2cccc(C(F)(F)F)c2)o1
  A = 6% | B = -5% | C = -13 | D = 0% | E = 1% | F = 65%[activator]

> Cn1cnc2c1c(=O)n(Cc1ccc(F)cc1Cl)c(=O)n2C
  A = 2% | B = 2% | C = -9 | D = -16% | E = 3% | F = -10%

> O=C(COC(=O)CCOc1ccccc1)Nc1ncc(Cl)cc1Cl
  A = 10% | B = 2% | C = 96 | D = -13% | E = -5% | F = -22%

> O=C(OC1CCCCC1)c1ccc(NC(=O)C2CCCCC2)cc1
  A = 12% | B = 0% | C = -12 | D = ? | E = 9% | F = -29%

> COC(=O)c1ccc(C2/C(=C(\O)c3cccc(OC)c3)C(=O)C(=O)N2CCCN2CCOCC2)cc1 (centres undefined)
  A = 17% | B = 4% | C = ? | D = 5% | E = ? | F = -14%

> O=[N+]([O-])c1cc(Cl)c(O)c2ncccc12
  A = -84% | B = ? | C = -98* | D = 9% | E = 11µM* | F = -27%

> O=C(CSCc1ccc(F)cc1)N1CCc2c([nH]c3ccccc23)C1c1ccc(Cl)cc1 (centres undefined)
  A = . | B = . | C = -20 | D = 21% | E = 9% | F = .

> COC(=O)c1ccc(C2c3c(oc4ccc(C)cc4c3=O)C(=O)N2Cc2ccc3c(c2)OCO3)cc1 (centres undefined)
  A = . | B = . | C = -109* | D = 2% | E = -6% | F = .

> O=C(O)C1CCC(Cn2c(SCc3cc(=O)n4cc(Br)ccc4n3)nc3ccsc3c2=O)CC1 (centres undefined)
  A = -6% | B = -5% | C = -19 | D = 4% | E = -1% | F = -16%

> O=C(N/N=C/c1ccc(N2CCCC2)c([N+](=O)[O-])c1)c1cccnc1
  A = -6% | B = 5% | C = -6 | D = -3% | E = 0% | F = 3%[2.29 µM]

> CC1CCCC(C)N1CCNC(=O)Cn1nc(-c2ccccc2)ccc1=O (centres undefined)
  A = 10% | B = 0% | C = 25 | D = 4% | E = 1% | F = 8%

Next section.
Letters: A = AMA1-RON2 inh; B = Giardia FBPA inh; C = HCMV inh; D = AmpC inh detg; E = Sm TGR block; F = AmpC inh no detg
> Cc1nnc2n(c1=O)C(CS(=O)(=O)c1ccccc1)CS2 (centres undefined)
  A = 6% | B = 1% | C = 49 | D = ? | E = 0%[11.4 µM] | F = -26%

> O=c1cc(O)c2c(=O)n(-c3ccccc3)c3ccccc3c2o1
  A = 1% | B = 6% | C = -25 | D = 4% | E = 6% | F = -16%

> CC1CN(C(=S)Nc2cccc([N+](=O)[O-])c2)CC(C)O1 (centres undefined)
  A = 0% | B = . | C = 9 | D = 16% | E = 0% | F = -17%

> COC1(OC)N=C(N)C2(C#N)C(c3ccc(C)cc3)C12C#N (centres undefined)
  A = 41%[activator] | B = ? | C = 11 | D = 3% | E = -11% | F = -10%

Reformatted as labelled records: part of the list above.
> Cc1nnc2n(c1=O)C(CS(=O)(=O)c1ccccc1)CS2 (centres undefined)
  AMA1-RON2 inh: 6%	Giardia FBPA inh: 1%	HCMV inh: 49	AmpC inh detg: ?	Sm TGR block: 0%[11.4 µM]	AmpC inh no detg: -26%
> O=c1cc(O)c2c(=O)n(-c3ccccc3)c3ccccc3c2o1
  AMA1-RON2 inh: 1%	Giardia FBPA inh: 6%	HCMV inh: -25	AmpC inh detg: 4%	Sm TGR block: 6%	AmpC inh no detg: -16%
> CC1CN(C(=S)Nc2cccc([N+](=O)[O-])c2)CC(C)O1 (centres undefined)
  AMA1-RON2 inh: 0%	Giardia FBPA inh: .	HCMV inh: 9	AmpC inh detg: 16%	Sm TGR block: 0%	AmpC inh no detg: -17%
> COC1(OC)N=C(N)C2(C#N)C(c3ccc(C)cc3)C12C#N (centres undefined)
  AMA1-RON2 inh: 41%[activator]	Giardia FBPA inh: ?	HCMV inh: 11	AmpC inh detg: 3%	Sm TGR block: -11%	AmpC inh no detg: -10%
